# JMJD2A Tudor – inhibitors of human JMJD2A Tudor domain. O75164. AlphaScreen JMJD2A-Tudor / H3K4me3 peptide binding. Potency, µM (titrated, usually from 114 µM), without a hit: at the highest dose activity change, negative = inhibition, usual class: inhibitors. 390,000 tested, 4.4% active. AID 504339; note: potency is the fitted concentration of half-maximal effect; % is set by controls: 0 for no effect and ±100 for the full control effect; nearly all actives have a fitted effect of over 50% in size
# BAZ2B inh – inhibitors of human BAZ2B bromodomain; AID 504333; Potency, µM (top dose mostly 114 µM), for the others: top-dose activity change, negative = inhibition, usual class: inhibitors; 360,000 tested, 4.4% active; AlphaScreen BAZ2B-H3K14Ac peptide displacement; note: potency is the fitted concentration of half-maximal effect; % is set by controls: 0 for no effect and ±100 for the full control effect; nearly all actives have a fitted effect of over 60% in size
#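 Protein-peptide AlphaScreen: BAZ2B 50 nM, b-H3K14Ac 50 nM, 1x PBS pH 7.4 + 0.01% Tween-20. Preincubation 30 min RT; cpd 30 min RT (top 110 uM); beads 20 min RT, light-protected.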
# 12-LOX inh – blocks human arachidonate 12S-lipoxygenase; P18054; purified 12hLO, xylenol orange hydroperoxide absorbance; Potency, µM (doses to about 108 µM), for inactives: top-dose activity change, negative = inhibition, actives largely listed as inhibitors; 580,000 tested, 1.1% active; AID 1671190; note: potency is the fitted concentration of half-maximal effect; % is set by controls: 0 for no effect and ±100 for the full control effect
# Target sequence (P18054 whole entry, looked up): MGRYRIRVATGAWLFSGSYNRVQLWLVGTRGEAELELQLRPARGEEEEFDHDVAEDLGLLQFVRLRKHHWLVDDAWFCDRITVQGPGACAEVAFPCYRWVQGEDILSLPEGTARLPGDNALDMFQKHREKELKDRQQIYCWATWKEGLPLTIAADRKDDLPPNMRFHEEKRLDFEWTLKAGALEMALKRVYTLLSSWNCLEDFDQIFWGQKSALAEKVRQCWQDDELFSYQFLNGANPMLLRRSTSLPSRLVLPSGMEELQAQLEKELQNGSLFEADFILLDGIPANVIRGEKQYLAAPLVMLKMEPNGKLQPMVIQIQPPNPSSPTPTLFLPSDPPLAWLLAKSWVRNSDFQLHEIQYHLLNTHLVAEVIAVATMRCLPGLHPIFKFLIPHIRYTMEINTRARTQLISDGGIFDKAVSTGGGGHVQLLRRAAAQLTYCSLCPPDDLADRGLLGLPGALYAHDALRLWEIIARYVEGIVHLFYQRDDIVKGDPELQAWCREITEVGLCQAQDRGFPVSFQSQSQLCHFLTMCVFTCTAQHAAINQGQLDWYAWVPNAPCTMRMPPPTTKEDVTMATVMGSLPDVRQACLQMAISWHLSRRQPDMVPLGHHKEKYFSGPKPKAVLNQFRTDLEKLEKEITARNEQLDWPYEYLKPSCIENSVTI
#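 Purified human 12hLO (150 nM final) in 25 mM Hepes, 0.01% Triton X-100, pH 7.0 was preincubated 15 min at room temperature with compound. Then 40 uM arachidonic acid was added, 30 min. Hydroperoxide was read by Fe-XO absorbance ratio 573/405 nm.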
# PI4K2A block – inhibitors of human PI4K2A. purified PI4K2A, ADP-Glo luminescence, 1 h; stronger effect = lower value. activity change, negative = inhibition, % at 76.9 µM. Q9BTU6. 420,000 tested, 0.13% active; in the data active = activity change below about -50%; inconclusive = mostly about -30% to -49%;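 note: -100% = wells without enzyme as full effect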
# Target sequence (Q9BTU6 whole entry, looked up): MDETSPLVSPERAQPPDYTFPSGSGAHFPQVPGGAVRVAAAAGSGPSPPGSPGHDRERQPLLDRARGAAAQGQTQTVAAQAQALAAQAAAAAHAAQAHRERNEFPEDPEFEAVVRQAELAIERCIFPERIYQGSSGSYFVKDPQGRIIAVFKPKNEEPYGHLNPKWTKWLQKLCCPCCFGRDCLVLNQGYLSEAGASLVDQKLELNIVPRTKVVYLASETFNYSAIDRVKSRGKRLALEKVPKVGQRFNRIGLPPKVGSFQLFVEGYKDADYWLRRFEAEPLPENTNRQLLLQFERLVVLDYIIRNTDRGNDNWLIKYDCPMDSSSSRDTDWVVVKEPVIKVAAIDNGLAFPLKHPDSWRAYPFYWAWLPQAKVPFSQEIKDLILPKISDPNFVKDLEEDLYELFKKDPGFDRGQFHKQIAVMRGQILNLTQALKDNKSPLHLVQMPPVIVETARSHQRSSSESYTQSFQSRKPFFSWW
#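 ADP-Glo luminescence measured ADP generated by PI4K2A enzyme (4 ug/mL before mixing) with 1.2 mM PI substrate (pre-mix) and 300 microM ATP (pre-mix). Tris pH7.5 buffer with MgCl2, Triton X-100; 1 h reaction at ambient temperature.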
# G9a inh – blocks human histone lysine methyltransferase G9a | Q96KQ7 | G9a H3K9 monomethylation, AlphaScreen, 2 h | Potency, µM (highest dose often 102 µM), for the others: at the highest dose activity, negative = inhibition, usual class: inhibitors | 350,000 tested, 8.8% active; note: potency is the fitted concentration of half-maximal effect; % is set by controls: 0 for no effect and ±100 for the full control effect; nearly all actives have a fitted effect of over 75% in size
#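 Compounds were preincubated with 20 nM G9a for 15 min, after which biotinylated H3K9 peptide (500 nM) and SAM (20 uM) started a 2 h room-temperature reaction. Monomethylated product was quantified by antibody-based AlphaScreen chemiluminescence.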
# GLS inhibitor – glutaminase GLS (human) inhibition. GLS enzymatic activity, qHTS titration. Potency, µM (titrated, usually from 45.5 µM), inactives show at the top dose activity change, negative = inhibition, most hits filed as inhibitors. 410,000 tested, 0.21% active; note: potency is the fitted concentration of half-maximal effect; % is set by controls: 0 for no effect and ±100 for the full control effect
#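 Enzyme dispensed in phosphate buffer (45 mM, pH 8.2, 0.02% Tween-20), compounds pinned in, then 1 mM L-glutamine solution and the glutamate oxidase–HRP–Amplex Red mix added; fluorescence read immediately and again after 30 min at room temperature.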
# RGS4 inhibitor – human RGS4 inhibition; P49798; Transcreener GDP fluorescence polarization, RGS4-accelerated GTP hydrolysis; Potency, µM (top dose mostly 114 µM), without a hit: at the highest dose activity change, negative = inhibition, usual class: inhibitors; 390,000 tested, 0.039% active; AID 504845; note: potency is the fitted concentration of half-maximal effect; % is set by controls: 0 for no effect and ±100 for the full control effect; nearly all actives have a fitted effect of over 75% in size; some results filed as inactive show a strong effect at the top dose
#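 MLSMR compounds (23 nl, pin-transferred) preincubated 10 min at room temperature with a 500nM (2x) first reagent, then RGS4 at 900nM (2x) plus Transcreener GDP mix added; fluorescence polarization (620/688 nm) read before and after 90 min at 30 °C.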
# ERG-DNA inh – inhibitors of human ERG Ets domain-DNA interaction | 370,000 tested, 0.028% active | Potency, µM (series often up to 76.9 µM), for the others: at the top dose FP activity, negative = inhibition, actives largely listed as inhibitors | fluorescence polarization, His-ERG Ets domain / labelled DNA; active = well fitted inhibition curve with a large enough effect in the polarisation, with a control signal flat; inconclusive = small, poorly fitted or top-dose-only effect, or effect the other way, or a change in a side signal; inactive = no such curve, though single readings can be large or run the other way; the % refers to the polarisation;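 note: polarization taken with two DNA probes labelled with fluorescein and Texas red; potency is the fitted concentration of half-maximal effect; % of control where 0% means no effect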
#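 His-tagged ERG Ets domain (1 uM in the protein solution; 300mM KCl, 50mM Tris-HCl, 1mM EDTA, 1mM DTT, pH 7.5) received compound, then a probe mix of 5 nM fluorescein-DNA and 100nM Texas-615-DNA. Fluorescence polarization was read for both dyes.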
# HP1b binding inh – HP1-beta chromodomain-methylated histone interaction inhibition; P83916; AlphaScreen HP1-beta / biotin-H3K9me3 peptide binding; Potency, µM (series often up to 114 µM), inactives show at the highest dose activity change, negative = inhibition, actives largely listed as inhibitors; 390,000 tested, 0.56% active; note: potency is the fitted concentration of half-maximal effect; nearly all actives have a fitted effect of over 70% in size; inactives centre near 23
#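 Compound inhibition of the preformed complex between 50 nM HP1-beta and 50 nM biotinylated H3K9me3 peptide was read by AlphaScreen. Buffer was PBS pH 7.4 with 0.01% Tween-20. Incubations ran 30 min at room temperature, with 10 ug/mL donor/acceptor beads.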
# * hit, by the source's call; u = inconclusive; x = no result given; & = joins results of further samples; [ ] = dose if it differs, or a comment. Unless noted, calls come from the whole dose curve; as a rule, active = well fitted curve in the direction sought with a large enough effect; inconclusive = small, poorly fitted or top-dose-only effect, or another doubt; inactive = no such curve, though single readings can be large; an effect the other way counts as inactive or inconclusive. These rows are one share of the data. The share of hits here may be higher or lower than overall.
# Screens in order – JMJD2A Tudor | BAZ2B inh | 12-LOX inh | PI4K2A block | G9a inh | GLS inhibitor | RGS4 inhibitor | ERG-DNA inh | HP1b binding inh
- COc1ccc2nc(N3CCCCC3)c(C#N)cc2c1
 : 435%[activator] | x | 1% | -5 | x | -5% | 20% | -1% | x
- C(=N\Nc1ccccn1)/c1ccc(N2CCOCC2)cc1
 : u | u | -3% | -15 | -18% | u | 14% | 7% | -6%
- CC(=O)Nc1ccc2nc(CN3CCC(CO)(CCc4ccccc4)CC3)ccc2c1
 : 32µM* | -33% | -28% | 7 | -39% | -2% | -6% | -4% | 10%
- CCCOc1ccccc1OCC(=O)Nc1ccc(S(=O)(=O)N2CCCC2)cc1
 : -1% | -4% | 4% | 0 | 0%[0.501 µM] | -8% | 0% | 0% | 51%[activator]
- Cc1cc(S(=O)(=O)Cc2noc(-c3c(C)noc3C)n2)c(C)cc1Cl
 : 10% | 4% | 60% | 3 | 41%[activator][59 µM] | 10% | 6% | 0% | 24%
- COc1ccc(Nc2c(-c3ccco3)nc3cccc(C)n23)cc1
 : 56µM* | 22µM* | u | -3&-3 | 25µM* | -2%&8% | -31%&-13% | 15%&1% | u
- CCOc1ccc(NC(=O)C2CCC(N3C(=O)C4CC=CCC4C3=O)CC2)cc1 (configuration not stated)
 : -7% | -2% | -4% | 6 | -15% | -8% | -19% | -1% | 32%
- CCCCCCNS(=O)(=O)c1ccc(NC(=O)C2CCCO2)cc1 (configuration not stated)
 : 8% | 4% | -14% | 0 | -5%[59 µM] | -3% | -11% | -1% | 22%
- Cc1ccc(NS(=O)(=O)c2cc(C(=O)N3CCCC3)ccc2C)cc1C
 : -16% | -13% | -1% | 4 | -3% | 0% | -7% | 12% | -2%
- CCC1CCCCN1CCCNC(=O)c1ccc2c(c1)N(Cc1cccc(Cl)c1)C(=O)c1ccccc1S2(=O)=O (configuration not stated)
 : -30% | -23% | u | -9 | u | -8% | 15% | 1% | -21%
- O=C(c1nn2c(C(F)(F)F)cc(-c3ccc(F)cc3)nc2c1Cl)N1CCOCC1
 : -20%[11.4 µM] | x | 11% | -4 | 42%[59 µM] | -3% | 1%[11.4 µM] | 2% | -14%
- COCCCNC(=O)c1c(N)n(-c2cccc(S(N)(=O)=O)c2)c2nc3ccccc3nc12
 : 16% | 23% | 0% | -2 | 9%[12.7 µM] | 9% | -30% | -4% | 78%[activator]
- Cc1cc(C)cc(C(=O)NCC(=O)OCC(=O)N2CCCCC2)c1
 : -11% | 5% | -2% | 9 | 14% | 2% | 1% | 9% | 3%
- Cc1ccc(C)c(N(CC(=O)NCc2ccc3c(c2)OCO3)C(=O)CCC(=O)Nc2ccccn2)c1
 : -19% | -23% | 0% | 3 | 8% | 12% | 4% | 5% | 20%
- COc1ccc(/C(C)=N\NC(=O)C(c2ccncc2)N2CCOCC2)cc1 (configuration not stated)
 : -13% | -1% | 0% | -1 | 26%[59 µM] | 4% | 16% | -5% | 17%
- COc1ccc(-c2csc(N)n2)cc1F
 : -17% | -25% | -4% | -1 | u | 25% | -20% | -7% | 16%
- O=C(Nc1ccc(S(=O)(=O)N2CCCC2)cc1)C1CCCCC1
 : -15% | 5% | -28% | 5 | 13% | -3% | -2% | 6% | 1%
- Cc1cc([N+](=O)[O-])nn1Cc1ccc(F)cc1
 : 8% | -17% | -5% | 9 | 8% | -11% | 1% | 0% | 27%
- O=C(C[C@H]1C/C=C\CC[C@@H](Cc2ccc(F)cc2)C(=O)OCCNC1=O)NCCO
 : -24% | x | 0% | -1 | x | -4% | -25% | 6% | 34%
- O=C(CN1C(=O)NC(Cc2c[nH]c3ccccc23)C1=O)Nc1cccc(S(=O)(=O)N2CCOCC2)c1 (configuration not stated)
 : -10% | -16% | u | 1 | x | -1% | 6% | -24% | 40%[activator]
- COc1ccc2oc(=O)c(-c3nnc(-c4ccc(C)cc4)o3)cc2c1
 : -9% | 6% | -8% | -9 | 9%[59 µM] | 0% | -12% | 1% | 24%
- O=C1C2C3C=CC(C3)C2C(=O)N1c1ccc(-c2nc3ccccc3o2)cc1 (configuration not stated)
 : -9% | 11% | 0% | 3 | 9% | 3% | -15% | -9% | 32%
- O=C(/C=C(\O)c1ccccc1)C(=O)NNC(=O)c1ccccc1[N+](=O)[O-]
 : 5% | u | 6% | 2 | u | 7% | -16% | 17% | 36%
- c1ccc2c(c1)ccc1nnc(SCc3ccc4c(c3)OCO4)n12
 : -1% | 8% | 4% | 4 | u | u | -12% | 6% | 38%
- Cc1ccc(NC(=O)N2CCCC2C(=O)NCc2cccs2)cc1 (configuration not stated)
 : -1% | 25% | -11% | -12 | 26%[59 µM] | 7% | 6% | 5% | 23%
- CCN(CC(=O)Nc1cc(Cl)ccc1C)C(=O)CSCc1c(C)noc1C
 : 1% | -25% | -4% | -5 | -46% | -10% | 18% | -3% | -13%
- CCCCn1cc(S(=O)(=O)c2ccc(OC)cc2)c(=O)c2cc(F)c(N3CCOCC3)cc21
 : -11% | 2% | -8% | -22 | 6%[59 µM] | 2% | 2% | -5% | 28%
- CC1CCC2(CC1)NC(=O)N(CC(=O)NCc1ccc(F)cc1)C2=O (configuration not stated)
 : -2% | -1% | -9%&-3% | -6 | 22%[12.7 µM] | 17% | -1% | 4% | 31%
- CCOC(=O)NC(=O)COC(=O)CNC(=O)c1ccc(OCC)c(OCC)c1
 : 16% | -3% | -10% | 2 | 5% | -11% | -5% | 2% | 38%
- Cc1cc(C)cc(NC(=O)c2sc3nc(-c4ccccc4)cn3c2C)c1
 : -18% | -14% | u | -2 | 5%[59 µM] | -1% | -11% | 3% | 22%[57 µM]
- CNC(=O)C1CC(=O)N(CCCc2ccccc2)C(=Nc2ccccc2)S1 (configuration not stated)
 : 3% | -15% | -7% | -5 | -9% | x | 16% | 6% | 19%
- Cc1nnc(SCC(=O)NCc2ccccc2Cl)[nH]c1=O
 : -17% | x | -10% | 2 | -40% | 1% | 5% | 14% | 24%
- CCCS(=O)(=O)c1c(S(=O)(=O)CCC)c2c(N)cccn2c1C(=O)c1ccc(OC)cc1
 : u | u | -6% | -3 | x | 2% | -20% | 20% | 1%
- COc1cc(NC(=O)Nc2c[nH]c(=O)[nH]c2=O)cc(OC)c1OC
 : 2% | -2% | -28% | -4 | -4%[59 µM] | 15% | 13% | 1% | 33%
- CSc1ccc(CCNC(=O)c2ccc3c(Cl)c4c(nc3c2)CCCC4)cc1
 : -16% | -13% | -17% | -4 | -5%[59 µM] | 4% | 9% | 2% | 19%
- Cc1cc(CNC(=O)COc2ccccc2)c2ccccc2n1
 : -6% | -9% | -2%&-11% | 2 | 20% | -13% | -3% | -2% | 42%[activator]
- Cc1cccc(N2CCN(C(=O)CCS(=O)(=O)c3ccc4c(c3)CC(=O)N4C)CC2C)c1 (configuration not stated)
 : 3% | -3% | -18% | 4 | u | 20% | -17% | -2% | 20%
- Cc1ccc(C)c(NS(=O)(=O)c2cc3c4c(c2)C(C)C(=O)N4CCC3)c1 (configuration not stated)
 : -20% | 0% | u | -3 | -14%[59 µM] | 5% | -30% | 6% | 39%
- O=C(CCCNS(=O)(=O)c1cccs1)N1CCN(c2ccc(F)cc2)CC1
 : -11% | 2% | 0% | 4 | u | 29% | -5% | -3% | 2%
- Cc1ccccc1C(=O)OCC(=O)N(C)c1c(N)n(Cc2ccccc2)c(=O)[nH]c1=O
 : -5% | 0% | -2% | 1 | 9%[0.501 µM] | -1% | -9% | 2% | 26%
- CCOC(=O)C(NC(C)=O)(Nc1ccc(S(=O)(=O)Nc2cc(C)on2)cc1)C(F)(F)F (configuration not stated)
 : -9% | -2% | 0% | -10 | -19%[59 µM] | 5% | u | 4% | 25%
- Cn1c(NCc2ccccc2Cl)nc2ccccc21
 : -8% | x | -9% | -8 | x | 23% | 18% | 0% | 35%

# Fetched by structure from the entries so far (seven):
# Screens in order – JMJD2A Tudor | BAZ2B inh | 12-LOX inh | PI4K2A block | G9a inh | GLS inhibitor | RGS4 inhibitor | ERG-DNA inh | HP1b binding inh
- COc1cc(NC(=O)Nc2c[nH]c(=O)[nH]c2=O)cc(OC)c1OC
 : 2% | -2% | -28% | -4 | -4%[59 µM] | 15% | 13% | 1% | 33%
- O=C(/C=C(\O)c1ccccc1)C(=O)NNC(=O)c1ccccc1[N+](=O)[O-]
 : 5% | u | 6% | 2 | u | 7% | -16% | 17% | 36%
- Cc1ccc(C)c(NS(=O)(=O)c2cc3c4c(c2)C(C)C(=O)N4CCC3)c1 (configuration not stated)
 : -20% | 0% | u | -3 | -14%[59 µM] | 5% | -30% | 6% | 39%
- CCCS(=O)(=O)c1c(S(=O)(=O)CCC)c2c(N)cccn2c1C(=O)c1ccc(OC)cc1
 : u | u | -6% | -3 | x | 2% | -20% | 20% | 1%
- c1ccc2c(c1)ccc1nnc(SCc3ccc4c(c3)OCO4)n12
 : -1% | 8% | 4% | 4 | u | u | -12% | 6% | 38%
- Cn1c(NCc2ccccc2Cl)nc2ccccc21
 : -8% | x | -9% | -8 | x | 23% | 18% | 0% | 35%
- Cc1ccccc1C(=O)OCC(=O)N(C)c1c(N)n(Cc2ccccc2)c(=O)[nH]c1=O
 : -5% | 0% | -2% | 1 | 9%[0.501 µM] | -1% | -9% | 2% | 26%

# Source: PubChem
